Bioassay records deposited in PubChem by several laboratories.
GSH bead fluor: compound fluorescence on glutathione beads, profiling panel, artefact control, biophysical, 488/530 nm, flow cytometry | GSH beads flow cytometry, compound fluorescence 488/530 nm; hits give high values | fluorescence (KMESF) at 10 µM | 190,000 compounds, 0.25% hits; in the data active = fluorescence above about 89;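 also: glutathione beads carrying GST-tagged Bcl family fusion proteins plus one bare bead set; values are compound well signal with DMSO vehicle wells as background; inactives centre near 16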
Avidin fluor: green autofluorescence of compounds with avidin beads – biophysical, 488/530 nm, flow cytometry, artefact control, profiling panel; 220,000 compounds, 0.38% hits; fluorescence (KMESF) at 10 µM; AID 1775, 2009; compound fluorescence 488/530 nm; hits give high values; in the data active = fluorescence above about 47; also: inactives centre near 10
Rac1 wt GTP bind: wildtype Rac1 GTP binding modulators, primary screen, biochemical, GST-Rac1 beads, flow cytometry, multiplex; fluorescent GTP binding; actives lie on both sides; 0 = cold GTP competed, 100 = untreated; GTP binding activity (% of control), % at 10 µM; 190,000 compounds, 0.27% hits; Ras-related C3 botulinum toxin substrate 1 (Homo sapiens), P63000;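 active = GTP binding activity at least 20 points away from the 100% control level, either lower or higher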
Rab2A wt mod: modulators of GTP binding to Rab2A wildtype, primary screen, biochemical, dog, bead-based flow cytometry, multiplex; Ras-related protein Rab-2A (Canis lupus familiaris), P61105; GST-Rab2 wt beads, Bodipy-GTP binding; GTP binding activity, % at 10 µM; 190,000 compounds, 0.19% hits;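 active = GTP binding activity at least 20 points away from 100%, either lowered or raised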;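 also: 0% = beads with excess unlabeled GTP and 100% = no-compound control corrected for plate trend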
Pf gametocyte: late stage P. falciparum gametocyte viability inhibitors, primary screen, ATP luminescence, HTS | P. falciparum stage V gametocytes, 24 h | 150,000 compounds, 0.065% hits | inhibition, % at 10.9 µM;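 active = inhibition above the mean plus 3 SD of compounds within the control limits, set per campaign, cut at about 38% in these data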;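 also: 0% = DMSO wells and 100% = medium only without gametocytes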
Rab7 wt GTP bind: modulators of GTP binding to Rab7, primary screen, biochemical, wildtype, multiplex bead flow cytometry; AID 758, 2007; Rab7 GTPase wild type (dog), Bodipy-FL-GTP binding; GST-Rab7 beads, fluorescent GTP binding; actives lie on both sides; untreated = 100%, excess cold GTP = 0%; 190,000 compounds, 0.055% hits; GTP binding activity (percent of control), % at 10 µM;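 active = fluorescent GTP binding to Rab7 beads changed by at least 20 points from the 100% baseline, either direction, mostly lower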;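 also: median green fluorescence of bound Bodipy-FL-GTP per Rab7 bead population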
Cdc42 wt: modulators of GTP binding to wildtype Cdc42, primary screen, biochemical, multiplex bead flow cytometry, Bodipy-GTP; percent activity (GTP binding), % at 10 µM; Cell division control protein 42 homolog (Homo sapiens), P60953; GST-Cdc42 beads; actives lie on both sides; 190,000 compounds, 0.2% hits;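 active = percent activity GTP binding at least 20 points away from the 100% baseline, either down as inhibitor or up as activator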;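 also: median bead fluorescence of bound Bodipy-FL-GTP at 100 nM; 0% = excess unlabeled GTP control and 100% = no compound control; below 100% means less GTP binding so inhibitor and above means activator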
Target sequence (P60953 whole entry, looked up): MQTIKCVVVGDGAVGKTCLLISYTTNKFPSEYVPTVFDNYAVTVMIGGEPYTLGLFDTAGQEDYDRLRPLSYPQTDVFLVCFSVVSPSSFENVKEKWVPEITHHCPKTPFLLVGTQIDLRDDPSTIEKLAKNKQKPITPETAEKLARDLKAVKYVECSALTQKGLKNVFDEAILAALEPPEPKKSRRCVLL
Rac1 act GTP bind: GTP binding modulators of activated mutant Rac1, primary screen, biochemical, bead-based flow cytometry, multiplex, fluorescent GTP; Ras-related C3 botulinum toxin substrate 1 (Homo sapiens), P63000; GST-Rac1 activated beads; actives lie on both sides; 100% means binding = to untreated wells; percent activity (GTP binding), % at 10 µM; 190,000 compounds, 0.11% hits;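 active = GTP binding at least 20 percentage points away from the 100% baseline, in either direction, so actives lie on both sides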
Mcl1 Noxa PPI: Mcl-1/Noxa binding inhibitors, primary screen, biochemical, TR-FRET, 1536-well; TR-FRET Mcl-1/Noxa peptide binding, 2 h; 220,000 compounds, 1.5% hits; inhibition, % at 21.7 µM; AID 1022, 2008; Induced myeloid leukemia cell differentiation protein Mcl-1 (Homo sapiens), Q07820;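 active = compounds that cut the protein-peptide binding signal by more than 50% relative to plate controls in a single-dose test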;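 also: His-tagged Mcl-1 with rhodamine Noxa BH3 peptide and terbium anti-His antibody; 0% = Mcl-1 plus Noxa peptide wells and 100% = peptide-only wells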
Target sequence (Q07820 whole entry, looked up): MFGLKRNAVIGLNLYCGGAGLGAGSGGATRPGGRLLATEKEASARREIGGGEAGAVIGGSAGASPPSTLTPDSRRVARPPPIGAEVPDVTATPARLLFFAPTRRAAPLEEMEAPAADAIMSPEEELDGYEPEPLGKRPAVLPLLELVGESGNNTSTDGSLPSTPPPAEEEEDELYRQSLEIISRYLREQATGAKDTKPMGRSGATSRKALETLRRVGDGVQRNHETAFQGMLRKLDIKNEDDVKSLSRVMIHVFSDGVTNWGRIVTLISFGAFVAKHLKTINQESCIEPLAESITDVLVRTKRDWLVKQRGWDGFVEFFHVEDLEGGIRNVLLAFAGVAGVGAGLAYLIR
Mcl1 Bid PPI: Mcl-1/Bid binding inhibitors, primary screen, biochemical, TR-FRET, 1536-well. Induced myeloid leukemia cell differentiation protein Mcl-1 (Homo sapiens), Q07820. TR-FRET Mcl-1/Bid-Dy647 peptide binding. inhibition, % at 21.7 µM. 220,000 compounds, 0.97% hits. AID 1021, 2008;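 active = compounds that cut the binding signal by more than half at the single screening dose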;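 also: His-tagged Mcl-1 with europium anti-His antibody binding Bid BH3 peptide; 0% = Mcl-1 plus peptide wells and 100% = peptide-only wells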
HRas wt GTP bind: modulators of GTP binding to HRas wildtype, primary screen, biochemical, bead-based flow cytometry, multiplex; GTPase HRas (Homo sapiens), P01112; GST-Ras wt beads, Bodipy-FL-GTP binding; actives lie on both sides; GTP binding activity, % at 10 µM; 190,000 compounds, 0.14% hits; AID 759, 2007;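 active = GTP binding activity at least 20% away from the 100% baseline, either lowered as inhibitor or raised as activator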;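 also: 0% = unlabeled GTP competition control and 100% = no-compound control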
Target sequence (P01112 whole entry, looked up): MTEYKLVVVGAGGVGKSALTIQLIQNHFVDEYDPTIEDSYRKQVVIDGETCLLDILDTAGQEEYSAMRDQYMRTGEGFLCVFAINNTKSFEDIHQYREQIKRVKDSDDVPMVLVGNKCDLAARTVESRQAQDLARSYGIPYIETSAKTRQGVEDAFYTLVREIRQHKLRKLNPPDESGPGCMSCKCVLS
Active calls of the source: *.

Results for COc1ccc(C)cc1N(CC(=O)Nc1cccc(N(C)S(C)(=O)=O)c1)S(C)(=O)=O ?
GSH bead fluor: 37; Avidin fluor: 14; Rac1 wt GTP bind: 98.0; Rab2A wt mod: 101.0; Rab7 wt GTP bind: 102.0; Cdc42 wt: 101.0; Rac1 act GTP bind: 93.0; Mcl1 Noxa PPI: 11.9; Mcl1 Bid PPI: -11.7; HRas wt GTP bind: 102.0

Results for CCOc1cc(/C=N/NS(=O)(=O)c2ccccc2)ccc1OS(=O)(=O)c1ccc(C)cc1 ?
GSH bead fluor: 47; Avidin fluor: 8; Rac1 wt GTP bind: 107.0; Rab2A wt mod: 99.0; Pf gametocyte: -7.1; Rab7 wt GTP bind: 100.0; Cdc42 wt: 104.0; Rac1 act GTP bind: 100.0; Mcl1 Noxa PPI: -1.2; Mcl1 Bid PPI: -12.4; HRas wt GTP bind: 102.0

What do the screens show for `O=c1c2ccccc2nnn1CSc1nnc(-c2cccnc2)n1-c1ccccc1F`?
GSH bead fluor: 17; Avidin fluor: 7; Rac1 wt GTP bind: 103.0; Rab2A wt mod: 99.0; Rab7 wt GTP bind: 95.0; Cdc42 wt: 101.0; Rac1 act GTP bind: 102.0; Mcl1 Noxa PPI: 10.2; Mcl1 Bid PPI: 2.6; HRas wt GTP bind: 97.0

What do the screens show for `Cc1ccc(S(=O)(=O)N2CCCCC2)cc1NC(=O)c1ccc2ccccc2n1`?
GSH bead fluor: 6; Avidin fluor: 1; Rac1 wt GTP bind: 101.0; Rab2A wt mod: 99.0; Rab7 wt GTP bind: 103.0; Cdc42 wt: 99.0; Rac1 act GTP bind: 98.0; Mcl1 Noxa PPI: 9.3; Mcl1 Bid PPI: -35.0; HRas wt GTP bind: 100.0

Results for O=C(CCCN1C(=O)/C(=C/c2cccc(Br)c2)SC1=S)Nc1cccnc1 ?
GSH bead fluor: 21; Avidin fluor: 5; Rac1 wt GTP bind: 97.0; Rab2A wt mod: 94.0; Pf gametocyte: 6.3; Rab7 wt GTP bind: 95.0; Cdc42 wt: 96.0; Rac1 act GTP bind: 96.0; Mcl1 Noxa PPI: 28.7; Mcl1 Bid PPI: 47.6; HRas wt GTP bind: 95.0

How did c1cncc(CSc2ccc(-c3cccs3)nn2)c1 do in these assays?
GSH bead fluor: 12; Avidin fluor: 16; Rac1 wt GTP bind: 99.0; Rab2A wt mod: 94.0; Pf gametocyte: 14.2; Rab7 wt GTP bind: 93.0; Cdc42 wt: 101.0; Rac1 act GTP bind: 99.0; Mcl1 Noxa PPI: 19.3; Mcl1 Bid PPI: -9.2; HRas wt GTP bind: 96.0

What do the screens show for `O=C(c1ccccc1F)N1CCOCC1`?
GSH bead fluor: 26; Avidin fluor: 10; Rac1 wt GTP bind: 111.0; Rab2A wt mod: 101.0; Pf gametocyte: 15.1; Rab7 wt GTP bind: 101.0; Cdc42 wt: 101.0; Rac1 act GTP bind: 97.0; Mcl1 Noxa PPI: 7.0; Mcl1 Bid PPI: -15.7; HRas wt GTP bind: 101.0

Results for COc1ccc(C(=O)N2CCN(C3CCC(c4ccccc4)CC3)CC2)cc1OC (stereo not given) ?
GSH bead fluor: 7; Avidin fluor: 5; Rac1 wt GTP bind: 98.0; Rab2A wt mod: 94.0; Pf gametocyte: 10.9; Rab7 wt GTP bind: 93.0; Cdc42 wt: 94.0; Rac1 act GTP bind: 96.0; Mcl1 Noxa PPI: -0.6; Mcl1 Bid PPI: -25.7; HRas wt GTP bind: 93.0

What do the screens show for `Cc1ccc(C(N)=S)c(C)c1`?
GSH bead fluor: 18; Avidin fluor: 16; Rac1 wt GTP bind: 104.0; Rab2A wt mod: 100.0; Rab7 wt GTP bind: 99.0; Cdc42 wt: 105.0; Rac1 act GTP bind: 99.0; Mcl1 Noxa PPI: 10.0; Mcl1 Bid PPI: -153.0; HRas wt GTP bind: 99.0

What do the screens show for `CN1CCC(NC(=O)Cc2c(F)cccc2Cl)CC1`?
GSH bead fluor: 23; Avidin fluor: 12; Rac1 wt GTP bind: 102.0; Rab2A wt mod: 101.0; Pf gametocyte: 14.6; Rab7 wt GTP bind: 99.0; Cdc42 wt: 99.0; Rac1 act GTP bind: 96.0; Mcl1 Noxa PPI: 11.1; Mcl1 Bid PPI: -8.0; HRas wt GTP bind: 102.0

Results for O=c1cc(COn2nnc3ccc(C(F)(F)F)cc32)nc2sccn12 ?
GSH bead fluor: 29; Avidin fluor: 26; Rac1 wt GTP bind: 107.0; Rab2A wt mod: 98.0; Pf gametocyte: -14.2; Rab7 wt GTP bind: 98.0; Cdc42 wt: 106.0; Rac1 act GTP bind: 98.0; Mcl1 Noxa PPI: 17.8; Mcl1 Bid PPI: 8.8; HRas wt GTP bind: 98.0

How did COc1ccc(CNC(=O)CN2CCN(S(=O)(=O)c3cccs3)CC2)cc1OC do in these assays?
GSH bead fluor: 13; Avidin fluor: 24; Rac1 wt GTP bind: 102.0; Rab2A wt mod: 98.0; Pf gametocyte: 16.4; Rab7 wt GTP bind: 98.0; Cdc42 wt: 98.0; Rac1 act GTP bind: 96.0; Mcl1 Noxa PPI: -4.8; Mcl1 Bid PPI: -3.6; HRas wt GTP bind: 98.0

What do the screens show for `CCN1CCN(C2=C(Cl)C(=O)N(Cc3ccccc3)C2=O)CC1`?
GSH bead fluor: 26; Avidin fluor: 6; Rac1 wt GTP bind: 98.0; Rab2A wt mod: 96.0; Rab7 wt GTP bind: 100.0; Cdc42 wt: 100.0; Rac1 act GTP bind: 99.0; Mcl1 Noxa PPI: 0.6; Mcl1 Bid PPI: -29.9; HRas wt GTP bind: 99.0

How did O=C1C2CCCN2C(c2ccc(F)cc2)N1c1cccc(Cl)c1 (stereo not given) do in these assays?
GSH bead fluor: 26; Avidin fluor: 8; Rac1 wt GTP bind: 98.0; Rab2A wt mod: 97.0; Rab7 wt GTP bind: 94.0; Cdc42 wt: 99.0; Rac1 act GTP bind: 98.0; Mcl1 Noxa PPI: 9.4; Mcl1 Bid PPI: -9.5; HRas wt GTP bind: 98.0

What do the screens show for `CCC(C)(C)NC(=O)C(c1ccncc1)N(C(=O)Cn1nnc2ccccc21)c1cc2c(cc1C(C)=O)OCO2` (stereo not given)?
GSH bead fluor: 24; Avidin fluor: 11; Rac1 wt GTP bind: 100.0; Rab2A wt mod: 97.0; Pf gametocyte: 3.6; Rab7 wt GTP bind: 99.0; Cdc42 wt: 99.0; Rac1 act GTP bind: 96.0; Mcl1 Noxa PPI: 14.2; Mcl1 Bid PPI: -25.3; HRas wt GTP bind: 96.0

How did COCCCNC(=O)NC(=O)c1ccccc1 do in these assays?
GSH bead fluor: 8; Avidin fluor: 5; Rac1 wt GTP bind: 103.0; Rab2A wt mod: 96.0; Pf gametocyte: 15.8; Rab7 wt GTP bind: 101.0; Cdc42 wt: 100.0; Rac1 act GTP bind: 98.0; Mcl1 Noxa PPI: -8.4; Mcl1 Bid PPI: -19.6; HRas wt GTP bind: 102.0

Results for O=C(NCc1cccs1)c1cc(-c2cccc(Cl)c2)on1 ?
GSH bead fluor: 22; Avidin fluor: 23; Rac1 wt GTP bind: 107.0; Rab2A wt mod: 105.0; Pf gametocyte: -8.7; Rab7 wt GTP bind: 101.0; Cdc42 wt: 106.0; Rac1 act GTP bind: 101.0; Mcl1 Noxa PPI: 1.7; Mcl1 Bid PPI: 23.2; HRas wt GTP bind: 103.0

Results for CCCCCCOc1ccc(OC(=O)c2ccncc2)cc1 ?
GSH bead fluor: 18; Avidin fluor: 20; Rac1 wt GTP bind: 101.0; Rab2A wt mod: 96.0; Rab7 wt GTP bind: 94.0; Cdc42 wt: 99.0; Rac1 act GTP bind: 98.0; Mcl1 Noxa PPI: -17.7; Mcl1 Bid PPI: 2.7; HRas wt GTP bind: 100.0

What do the screens show for `Cc1ccc(C(=O)N2CCN(S(=O)(=O)c3ccc(C)cc3)CC2)cc1`?
GSH bead fluor: 27; Avidin fluor: 10; Rac1 wt GTP bind: 98.0; Rab2A wt mod: 97.0; Pf gametocyte: 8.3; Rab7 wt GTP bind: 105.0; Cdc42 wt: 96.0; Rac1 act GTP bind: 96.0; Mcl1 Noxa PPI: 5.4; Mcl1 Bid PPI: -18.0; HRas wt GTP bind: 98.0

Results for O=C(O)CCCC(=O)N1N=C(c2ccccc2)CC1c1ccc2nccnc2c1 (stereo not given) ?
GSH bead fluor: 10; Avidin fluor: 10; Rac1 wt GTP bind: 98.0; Rab2A wt mod: 95.0; Pf gametocyte: 9.8; Rab7 wt GTP bind: 99.0; Cdc42 wt: 101.0; Rac1 act GTP bind: 97.0; Mcl1 Noxa PPI: 4.4; Mcl1 Bid PPI: 4.2; HRas wt GTP bind: 96.0

What do the screens show for `CCOC(=O)C1=C(C)Nc2ncnn2C1c1cc(OC)ccc1OC` (stereo not given)?
GSH bead fluor: 32; Avidin fluor: 18; Rac1 wt GTP bind: 106.0; Rab2A wt mod: 103.0; Rab7 wt GTP bind: 102.0; Cdc42 wt: 105.0; Rac1 act GTP bind: 102.0; Mcl1 Noxa PPI: 6.2; Mcl1 Bid PPI: -20.7; HRas wt GTP bind: 104.0

Results for CCOc1cc(/C=N/O)ccc1OS(=O)(=O)c1ccc(C)cc1 ?
GSH bead fluor: 12; Avidin fluor: 17; Rac1 wt GTP bind: 101.0; Rab2A wt mod: 104.0; Rab7 wt GTP bind: 105.0; Cdc42 wt: 103.0; Rac1 act GTP bind: 98.0; Mcl1 Noxa PPI: -1.1; Mcl1 Bid PPI: -3.9; HRas wt GTP bind: 101.0

What do the screens show for `COc1ccc(C(=O)C2CCCN(Cc3c(C)[nH]c4ccccc34)C2)c(OC)c1` (stereo not given)?
GSH bead fluor: 14; Avidin fluor: 2; Rac1 wt GTP bind: 98.0; Rab2A wt mod: 99.0; Rab7 wt GTP bind: 104.0; Cdc42 wt: 97.0; Rac1 act GTP bind: 94.0; Mcl1 Noxa PPI: 1.3; Mcl1 Bid PPI: -50.0; HRas wt GTP bind: 97.0

Compounds as they come; overall some 3% were active at least once.
